SUMO HTRF inh: SUMOylation inhibition. inhibition, % at 35 µM. AID 2006. actives 0.36% (n = 290,000). HTRF SUMOylation assay, SAE1/SAE2 + UBC9, in vitro; in the data active = inhibition above about 50%, passing the limit was not always enough; note: strong numbers were not always called active
PHOSPHO1 block: PHOSPHO1 (human) inhibition. actives 1.1% (n = 290,000). recombinant PHOSPHO1, absorbance phosphatase assay. inhibition, % at 13.3 µM. Q8TCT1; in the data active = inhibition above about 60%
p-CIP stab down: lowers stability of the mouse p/CIP coactivator protein. Q05BA5. F442A p/CIP-EGFP cells, EGFP fluorescence, 16 h. decrease of EGFP signal, % at 10 µM. AID 1984. actives 0.01% (n = 290,000);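 active = EGFP signal decrease of at least 30% at 10 µM or well 3 SD below plate mean, unless failing retest; inactive = the rest, including hits failing retest or dose response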; note: some compounds called inactive have numbers as strong as hits; many of its hits are not listed in these tables
Target sequence (Q05BA5 1-1403): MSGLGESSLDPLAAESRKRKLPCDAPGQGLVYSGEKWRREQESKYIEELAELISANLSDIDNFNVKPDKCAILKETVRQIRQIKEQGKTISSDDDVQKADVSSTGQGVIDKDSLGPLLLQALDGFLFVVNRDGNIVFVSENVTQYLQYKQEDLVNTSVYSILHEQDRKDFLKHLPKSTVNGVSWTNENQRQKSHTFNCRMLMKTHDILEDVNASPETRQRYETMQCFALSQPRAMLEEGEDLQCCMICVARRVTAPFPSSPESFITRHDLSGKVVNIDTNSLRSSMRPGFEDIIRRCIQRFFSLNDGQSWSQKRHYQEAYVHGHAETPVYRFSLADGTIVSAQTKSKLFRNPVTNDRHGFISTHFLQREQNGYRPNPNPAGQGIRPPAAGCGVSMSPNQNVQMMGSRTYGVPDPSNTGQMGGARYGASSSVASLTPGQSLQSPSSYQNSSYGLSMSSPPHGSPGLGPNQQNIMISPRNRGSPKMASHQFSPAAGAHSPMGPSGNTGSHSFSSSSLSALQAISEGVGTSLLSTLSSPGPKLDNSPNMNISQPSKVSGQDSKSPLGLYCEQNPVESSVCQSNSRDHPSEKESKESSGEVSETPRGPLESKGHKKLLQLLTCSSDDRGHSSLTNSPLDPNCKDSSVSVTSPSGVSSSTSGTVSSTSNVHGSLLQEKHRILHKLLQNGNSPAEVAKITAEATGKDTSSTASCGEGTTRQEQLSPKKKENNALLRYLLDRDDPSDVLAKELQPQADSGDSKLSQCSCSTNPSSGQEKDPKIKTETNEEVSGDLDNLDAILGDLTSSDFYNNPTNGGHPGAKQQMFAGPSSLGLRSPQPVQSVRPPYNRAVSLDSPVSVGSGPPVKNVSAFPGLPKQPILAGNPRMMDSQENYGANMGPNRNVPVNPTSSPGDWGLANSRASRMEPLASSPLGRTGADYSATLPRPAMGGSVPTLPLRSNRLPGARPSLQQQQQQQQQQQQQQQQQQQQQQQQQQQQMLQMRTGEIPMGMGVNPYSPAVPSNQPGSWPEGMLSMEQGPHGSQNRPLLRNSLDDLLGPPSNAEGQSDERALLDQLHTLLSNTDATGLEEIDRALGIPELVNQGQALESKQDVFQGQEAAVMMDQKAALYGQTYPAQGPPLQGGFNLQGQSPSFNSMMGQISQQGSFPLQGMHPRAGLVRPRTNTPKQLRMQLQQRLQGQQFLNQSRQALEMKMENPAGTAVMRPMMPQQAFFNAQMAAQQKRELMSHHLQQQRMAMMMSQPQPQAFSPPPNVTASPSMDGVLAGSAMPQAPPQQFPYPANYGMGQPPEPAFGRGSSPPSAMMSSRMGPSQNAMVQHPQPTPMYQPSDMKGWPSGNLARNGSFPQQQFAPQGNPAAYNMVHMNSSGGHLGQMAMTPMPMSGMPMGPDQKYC
MEKK3 PB1 HTS: MEKK3-MEK5 PB1 interaction, increase or decrease. Q99759. bead-based flow cytometry, Alexa488-MEK5 binding to MEKK3; actives lie on both sides; 0 = blocked by unlabeled MEK5, 100 = vehicle. binding response (% of control), % at 10 µM. actives 1.4% (n = 290,000). AID 1529;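 active = binding response more than 3 SD above or below the average of its plate-row segment, actives on both sides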;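 note: Alexa488 bead fluorescence after subtracting the streptavidin-only scavenger bead signal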
VIM-2 inhibitor: inhibitors of Pseudomonas aeruginosa VIM-2 metallo-beta-lactamase. purified VIM-2, nitrocefin hydrolysis, epi-absorbance fluorescence. inhibition, % at 5.6 µM. actives 0.89% (n = 290,000). AID 1527;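 active = inhibition above the mean of all tested compounds plus 3 SD, cutoff set per screening run, cut at about 7.5% in these data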;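 note: red hydrolysis product quenches plate fluorescence so inhibitors raise well fluorescence; 0% = enzyme with DMSO and 100% = DMSO without enzyme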
FID counter: displaces DNA intercalator in HCV helicase counter-screen; DNA fluorescent intercalator displacement, fluorescence; inhibition, % at 7.9 µM; actives 0.17% (n = 290,000); AID 1845; in the data active = inhibition above about 37%;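 note: 0% = vehicle and 100% = reference compound; higher means more ethidium bromide displaced from hairpin DNA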
IMP-1 inh: inhibitors of Pseudomonas aeruginosa IMP-1 metallo-beta-lactamase; purified IMP-1, nitrocefin hydrolysis, epi-absorbance fluorescence; inhibition, % at 5.6 µM; actives 0.45% (n = 290,000); AID 1556;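 active = inhibition above the mean plus 3 SD of all compounds in the same screening run, cut at about 4.5% in these data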;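 note: 0% = IMP-1 with DMSO and 100% = DMSO wells lacking enzyme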
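Assay system: purified recombinant IMP-1 beta-lactamase. Input: IMP-1 0.2 nM before substrate addition. Buffer or medium: Zinc- and detergent-supplemented HEPES buffer, pH 7.1. Schedule: 25 °C, 15 min preincubation, 25 min reaction. Signal: Epi-absorbance fluorescence, 480 nm excitation, 530 nm emission. Evaluation: percent inhibition from optical density relative to buffer-blank wells.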
NS3 helicase inh: inhibitors of Hepatitis C virus NS3 helicase | NS3 helicase DNA unwinding, Cy5 molecular beacon fluorescence | actives 0.56% (n = 290,000) | AID 1800 | inhibition, % at 10.9 µM;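 active = inhibition above the mean of all tested compounds plus 3 SD, set per campaign, cut at about 35% in these data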;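 note: 0% = DMSO wells and 100% = thioflavine S control wells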
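Compound dosing – single dose, 10.9 µM nominal final, DMSO 0.8% final · System – NS3 helicase fragment of HCV · Buffer or medium – MOPS pH 6.5, MgCl2, DTT, Tween20, BSA · Signal – Cy5 beacon fluorescence read at start and 1 h · Also added – annealed dual-labelled DNA beacon duplex, ATP-started · Schedule – 1 h at 25 °C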
IDE act: activators of human insulin-degrading enzyme in cells. P14735. HEK cells, FAbeta-B cleavage, fluorescence polarization; 0% vehicle, 100% cell-free pure enzyme wells. activation, % at 5.96 µM. actives 0.073% (n = 340,000). AID 493087;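 active = activation above the mean of all tested compounds plus 3 SD, set per screening campaign, cut at about 17% in these data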
An asterisk follows results filed as active; · = no result given; [ ] = dose if it differs, or a comment. An excerpt; the hit share may differ from the screen's.

SMILES	SUMO HTRF inh	PHOSPHO1 block	p-CIP stab down	MEKK3 PB1 HTS	VIM-2 inhibitor	FID counter	IMP-1 inh	NS3 helicase inh	IDE act
CCN(CC)CCn1c(=N)n(CC(O)COc2cccc(C)c2)c2ccccc21 (stereo not given)	16.0	18.0	-13.8	111.0	-0.9	32.8	-3.5	-18.8	·
CC1CN(C(=O)CS(=O)(=O)Cc2ccccc2)CC(C)O1 (stereo not given)	1.7	49.4	-11.0	103.0	1.3	-1.9	-1.6	3.2	2.2
CCOc1ccc(CC(=O)N/N=C/c2cccnc2)cc1OCC	3.1	27.4	-9.8	101.0	-1.4	-10.9	-0.8	4.4	-0.3
COc1ccccc1/C=N/Nc1nc(C)cc(C)n1	-10.1	20.0	-6.1	89.0	-5.7	-10.2	-4.7	7.3	-3.0
Cc1cc(NC(=O)CSc2nnc(C3CC3)n2N)no1	3.4	-1.0	7.9	·	-2.1	-2.0	-1.8	-2.6	-3.7
COc1cc(NS(=O)(=O)c2cc3c(cc2C)NC(=O)CO3)cc(OC)c1	-2.8	9.9	-3.0	101.0	-2.2	23.5	-2.4	-13.3	-3.8
Cc1ccc([N+](=O)[O-])cc1NC(=S)NC(=O)c1cccnc1	12.6	29.2	-2.4	89.0	1.3	-4.7	3.5	-4.4	4.9
CC(=O)Nc1ccc(NC(=O)CN(C)S(=O)(=O)c2ccc3ccccc3c2)cc1	13.5	30.1	-16.5	99.0	-2.0	-36.5	-0.9	1.8	6.3
c1ccc2cc(-c3csnn3)ccc2c1	15.5	29.8	-17.4	110.0	-1.5	-4.9	-3.1	4.6	-2.9
CC(=O)NC1(c2cccc(F)c2)CCN(C(=O)Nc2ccc(C#N)cc2)CC1	26.5	-11.4	-7.8	104.0	1.9	-7.4	-1.3	11.8	-1.3
Cc1cc(C(=O)Nc2cc(C(F)(F)F)ccc2N2CCOCC2)no1	-7.8	33.4	15.0	99.0	0.2	-35.9	-1.6	-1.3	-2.7
COc1ccc(Cl)cc1NC(=O)C(C)Sc1nncn1C (stereo not given)	14.2	30.0	-5.7	80.0	-4.3	0.0	4.3	-3.0	0.7
COc1ccc(C(=O)N(C(C)C)C(C)C)c(OC)c1	2.9	3.0	-8.3	110.0	-1.9	-3.7	-3.1	-0.9	-0.2
O=C(NC(=S)Nc1cccc([N+](=O)[O-])c1)c1ccccc1	8.1	8.3	-10.5	100.0	-2.0	5.0	0.1	-5.3	·
O=C(CNCCCO)Nc1cc(C(F)(F)F)cc(NC(=O)CNCCCO)c1Cl	6.9	-2.4	-1.2	117.0	-6.6	-6.9	-4.1	-16.3	-4.4
CC(C)C(=O)NC(NC(=O)C(C)C)c1ccc([N+](=O)[O-])cc1	-6.0	-2.0	15.6	100.0	-3.5	3.0	-1.9	0.6	3.3
COC(=O)c1c(NC(=O)C(=O)NCC2CCCO2)sc2c1CC(C)(C)OC2 (stereo not given)	4.5	47.7	-6.7	100.0	1.8	-53.6	-9.4	7.1	2.3
CC/C(=N/Nc1cccc(Cl)c1)c1cnnc(SC)n1	20.4	-2.7	11.5	95.0	-1.8	-2.5	-1.1	3.3	4.8
O=C(O)C(Cc1ccccc1)N1CCS(=O)(=O)CC1 (stereo not given)	-0.2	36.2	3.0	91.0	0.3	5.7	-2.3	8.2	4.1
O=C(/C=C/c1cccc(Oc2ccccc2)c1)N1CCOCC1	-6.5	16.5	-5.3	98.0	-2.6	-20.1	-0.4	-8.9	0.9
CCc1cc2c(NC(Cc3ccccc3)C(=O)O)nc(C)nc2s1 (stereo not given)	8.6	35.7	5.0	107.0	-0.5	-34.3	-2.8	9.2	-1.1
Cc1ccc(NC(=O)NC2CCCCC2)cc1Cl	8.1	24.2	-3.8	102.0	0.6	-5.9	4.2	-12.7	7.7
CS(=O)(=O)N1CCc2cc(-c3csc(NCC4CCCO4)n3)ccc21 (stereo not given)	·	·	·	85.0	-1.2	-7.3	1.5	2.6	-1.4
COc1ccc(Cl)cc1NC(=O)CSc1nc2sccc2c(=O)[nH]1	8.3	-6.8	1.9	102.0	-2.6	-10.1	-2.0	22.9	-2.5
COCCN1C(=O)c2oc3cc(C)c(C)cc3c(=O)c2C1c1ccc(O)cc1 (stereo not given)	·	·	·	99.0	-1.8	4.2	0.4	0.1	0.3
COC(=O)c1ccc(NCC(=O)c2ccccc2)cc1	-11.2	20.9	1.9	97.0	1.5	-0.3	0.1	0.2	-0.5
CCCCCCN(C(=O)CCCCCN1C(=O)NC(c2ccc(Cl)cc2)C(C(=O)OCc2ccccc2)=C1C)C(C(=O)NCCCC)c1ccc(OCC(=O)OC)c(C(=O)OC)c1 (stereo not given)	11.4	-28.3	-13.1	106.0	-3.3	-21.6	-1.6	-1.4	·
Cc1cc(C(F)(F)F)nc(SCC(=O)Nc2cc(C)on2)n1	15.0	-15.4	-8.7	96.0	-2.8	1.0	-1.7	1.2	5.8
COc1ccc(NS(=O)(=O)c2ccc3c(c2)N(C(C)=O)CCO3)cc1	2.6	31.5	-3.6	98.0	-3.7	-11.0	-2.6	8.9	3.6
CC1CCN(C(C(=O)NC2CCCCC2)c2cc3c(cc2[N+](=O)[O-])OCO3)CC1 (stereo not given)	22.2	-2.6	-6.9	94.0	-2.2	-13.2	-2.8	20.6	3.1
O=C(c1ccc2c3c(cccc13)CC2)C1CCCN(C(=O)c2ccc(=O)[nH]c2)C1 (stereo not given)	2.0	9.5	-4.3	100.0	-2.4	-24.4	-3.9	8.9	-0.2
S=c1[nH]nc(COc2ccccc2)n1-c1ccccc1	-22.2	-11.2	-0.6	105.0	-1.7	-0.1	-3.2	-4.4	-3.2
COc1ccc2oc(C(=O)NN3C(C)CCCC3C)c(C)c2c1 (stereo not given)	-2.8	47.6	-10.2	100.0	-1.5	-5.3	0.5	11.2	0.9
CSc1ncc(CN2CCCC(C(=O)Nc3ccc(-c4ccco4)cc3)C2)cn1 (stereo not given)	-2.9	12.7	8.8	97.0	-0.8	-24.6	-2.1	-10.6	-0.8
CC(=O)c1ccc(N2CCN(C(=S)NCc3ccco3)CC2)cc1	8.6	-118.5	-11.3	46.0*[inhibitor]	3.4	-3.1	-1.8	-4.6	-1.1
COC(=O)c1c(NC(C)=O)sc(Cc2ccccc2)c1C	-6.4	7.1	2.9	100.0	-1.0	-21.1	-2.6	-4.8	-0.2
CCn1nnc(NC(=O)Cc2ccc(Cl)cc2)n1	8.2	5.3	-10.8	102.0	0.5	-2.4	-1.6	9.4	9.2
CN1C(=O)SC(Nc2ccccc2C(=O)O)C1=O (stereo not given)	36.9	29.6	-3.6	98.0	2.5	-1.2	-1.8	-5.9	-3.4
C/C(N)=C(/C#N)C(=O)CSc1nc2scc(-c3ccc(F)cc3)c2c(=O)n1C	4.0	20.4	6.8	126.0	-0.2	-9.1	-4.7	3.6	3.5
O=C(Nc1ccc(Br)cc1)c1ccc(N2C(=O)C3CC=CCC3C2=O)cc1 (stereo not given)	28.5	5.9	-12.9	99.0	0.6	-4.4	-1.2	-1.1	2.5
COc1ccc(S(=O)(=O)N2CCCCC2)cc1NC(=O)c1ccco1	21.3	37.7	-9.4	105.0	-2.7	-32.3	-2.3	19.5	-2.7
O=C(Nc1nc2ccc([N+](=O)[O-])cc2s1)c1ccc(S(=O)(=O)N2CCCc3ccccc32)cc1	10.1	47.1	6.3	98.0	-2.6	0.9	-1.9	4.6	4.8
COc1ccc(C(=O)OCC(=O)Nc2sccc2C(N)=O)cc1OC	21.9	39.9	-8.5	85.0	0.4	-7.2	-2.1	-8.7	3.6
Cc1cc(-n2c(C)cc(C(=O)CSc3nnc4sc5ccccc5n34)c2C)no1	-9.2	20.8	-2.9	94.0	-1.6	-0.1	-6.1	-5.7	-1.9
CCOC1(c2ccccc2)CC1C(=O)N/N=C/c1cccc([N+](=O)[O-])c1 (stereo not given)	-19.8	22.5	-8.1	86.0	-1.5	-6.6	-2.2	2.6	0.9
CCCCCOC(=O)C1=C(C)N(C)C(=O)NC1c1cc(Br)c(O)c(OC)c1 (stereo not given)	-12.1	7.0	-9.2	98.0	-4.6	-25.1	-3.3	-4.3	0.0
CCSc1nc(=S)n(CC)c(C)c1C(C)=O	-8.3	-2.6	7.0	103.0	-1.5	1.5	-3.3	-0.9	-2.3
CN1CCN(C(=O)CCCN2C(=O)/C(=C/c3cccc(Br)c3)SC2=S)CC1	-0.5	22.5	-5.8	105.0	11.5*	0.5	2.2	-76.3	2.9
COC(=O)c1c(C(=O)OC)c(-c2ccccc2)n2c1CS(=O)(=O)C2	11.3	9.1	-4.3	100.0	-2.8	-3.3	-2.6	3.3	5.0
O=C(NNC1CC(=O)N(c2ccc(Br)cc2)C1=O)c1ccccn1 (stereo not given)	-7.3	0.6	12.5	109.0	-2.9	-25.0	-2.9	16.1	5.0
COc1cccc(NS(=O)(=O)c2ccc(OC)c(OC)c2)c1	2.7	-23.4	-4.6	105.0	1.1	-1.9	-2.7	-5.1	3.9
Cc1c(NC(=O)c2cnn3c(C(F)(F)F)cc(-c4ccco4)nc23)c(=O)n(-c2ccccc2)n1C	27.2	-29.6	-14.2	98.0	2.8	-6.1	-2.8	-6.9	0.1
COc1cccc(OC)c1C(=O)Nc1cccc(-c2ccc3nncn3n2)c1	3.2	-2.0	9.1	104.0	0.6	7.1	-4.0	3.8	2.5
CSCCC(NS(=O)(=O)c1ccccc1F)C(=O)NC(C)c1ccccc1 (stereo not given)	11.3	27.7	-0.5	99.0	-2.0	-1.5	-2.3	-7.4	4.7
CC(C)C(OC(=O)CN1C(=O)COc2ccccc21)C(=O)NC1CCCCC1 (stereo not given)	-6.5	6.5	-11.3	110.0	-5.3	-32.9	-3.9	-4.2	-1.3
CCCOC(=O)C(=O)NNc1ccccc1	-13.8	3.5	4.6	104.0	-0.9	-3.5	-4.1	1.1	2.3
Cc1ccccc1NC(=O)c1cnc(Nc2nc3ccccc3s2)nc1C	4.3	35.8	-3.3	74.0	-2.6	2.7	-1.6	10.1	·
COC(=O)c1ccc(NC(=O)c2ccccc2CC[N+](=O)[O-])cc1	-0.7	20.5	6.5	102.0	1.4	-13.8	-0.6	1.6	0.0

Molecules listed so far that contain an NH in an aromatic ring, in the order listed:
SMILES	SUMO HTRF inh	PHOSPHO1 block	p-CIP stab down	MEKK3 PB1 HTS	VIM-2 inhibitor	FID counter	IMP-1 inh	NS3 helicase inh	IDE act
COc1ccc(Cl)cc1NC(=O)CSc1nc2sccc2c(=O)[nH]1	8.3	-6.8	1.9	102.0	-2.6	-10.1	-2.0	22.9	-2.5
O=C(c1ccc2c3c(cccc13)CC2)C1CCCN(C(=O)c2ccc(=O)[nH]c2)C1 (stereo not given)	2.0	9.5	-4.3	100.0	-2.4	-24.4	-3.9	8.9	-0.2
S=c1[nH]nc(COc2ccccc2)n1-c1ccccc1	-22.2	-11.2	-0.6	105.0	-1.7	-0.1	-3.2	-4.4	-3.2

Assay outcomes as filed in PubChem.
